# Glioma ERSR ind = inducers of ER stress response in human glioma cells. AID 602332. 420,000 compounds, 0.02% hits. U87-MG GRP78 promoter luciferase reporter, 16 h. Potency, µM, for inactives: top-dose activation, most hits filed as activators; note: potency is the fitted concentration of half-maximal effect; series mostly up to about 76 µM; % of control where 0% means no effect; nearly all actives have a fitted effect of over 35% in size
#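 Stably transfected U87-MG glioma cells carrying a GRP78-based luciferase sensor; 16 h compound incubation. Luminescence end-point read 10 min after Bright-Glo addition at room temperature.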
# Pol iota inh = inhibitors of human DNA polymerase iota; Q9UNA4; 390,000 compounds, 1% hits; Pol iota fluorescent replication assay, 10 min; Potency, µM (series often up to 115 µM), for inactives: at the top dose activity, negative = inhibition, usual class: inhibitors; note: potency is the fitted concentration of half-maximal effect
#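 Fluorescent replication assay read twice, at 0 min and 10 min after adding 50 nM (final) substrate. Enzyme (10 nM) and compounds were first incubated 15 min at room temperature; enzyme-free buffer wells were negative controls.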
# APEX1 inh = blocks human APE1 abasic DNA cleavage. P27695. recombinant APE1, TAMRA/BHQ-2 abasic DNA cleavage fluorescence. Potency, µM (top dose mostly 65.8 µM), without a hit: at the top dose activity change, negative = inhibition, most hits filed as inhibitors. 350,000 compounds, 0.35% hits. AID 2517;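 note: potency is the fitted concentration of half-maximal effect; plate controls were vehicle for no effect and reference inhibitor for full effect; nearly all actives have a fitted effect of over 55% in size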
#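 Kinetic fluorescence read (525 ex/598 em nm, three reads 60 s apart) of AP-site incision; signal = third minus first read. Enzyme 0.75 nM, dual-labelled THF duplex 50 nM, compound preincubation 15 min RT.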
# POLH inh = blocks human DNA polymerase eta activity. Q9Y253. recombinant Pol eta, fluorescent DNA replication assay. Potency, µM (titrated, usually from 114 µM), without a hit: at the top dose activity change, negative = inhibition, hits mostly inhibitors. 390,000 compounds, 1.2% hits. AID 588591; note: potency is the fitted concentration of half-maximal effect; % is set by controls: 0 for no effect and ±100 for the full control effect
#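 Fluorescent replication assay: 50 nM final substrate added after a 15 min room-temperature compound preincubation with 10 nM enzyme. Signal taken at 0 min and again at 10 min.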
# Pol beta inh = DNA polymerase beta (human) inhibition. P06746. Pol beta primer extension/strand displacement, fluorescence kinetic. Potency, µM (series often up to 114 µM), for inactives: at the top dose activity change, negative = inhibition, hits mostly inhibitors. 340,000 compounds, 1.3% hits. AID 485314; note: potency is the fitted concentration of half-maximal effect; % is set by controls: 0 for no effect and ±100 for the full control effect
#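 Human Pol beta at 10 nM; strand-displacement substrate 50 nM final. Compound exposure 15 min at room temperature before start, reaction 10 min at room temperature.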
# Apoferritin bind = candidate novel general anesthetic via apoferritin binding | apoferritin/1-aminoanthracene competitive binding, fluorescence | Potency, µM (highest dose often 77.5 µM), for the others: top-dose activity change, negative = displacement, actives largely listed as inhibitors | 350,000 compounds, 0.074% hits; note: potency is the fitted concentration of half-maximal effect; % is set by controls: 0 for no effect and ±100 for the full control effect; nearly all actives have a fitted effect of over 20% in size
#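 Probe: 1-aminoanthracene (50% saturated, PBS). Protein: horse-spleen apoferritin, 10 uM. Incubation: 10 min, room temperature. Detection: 380 nm excitation, 535 nm emission. Analysis: normalized response, four-parameter Hill.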
# Pol kappa inh = DNA polymerase kappa (human) inhibition; purified Pol kappa, fluorescent DNA synthesis assay, 10 min; Potency, µM (series often up to 107 µM), inactives show at the highest dose activity, negative = inhibition, usual class: inhibitors; 400,000 compounds, 0.53% hits; note: potency is the fitted concentration of half-maximal effect; % is set by controls: 0 for no effect and ±100 for the full control effect
#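 Activity was followed as the change in fluorescence between reads at 0 and 10 min after starting the reaction with 50 nM substrate. Beforehand, 10 nM polymerase had been preincubated with compound for 15 min at room temperature.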
# LDHA inh = blocks human lactate dehydrogenase A. 480,000 compounds, 0.15% hits. activity change, % (values are at about 110 or 230 µM). purified LDHA, NADH/diaphorase-resazurin fluorescence; active compounds read low. AID 1347041. P00338; in the data active = activity change below about -30%; inconclusive = mostly about -25% to -30%;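 note: plate controls were DMSO wells for no effect and wells without enzyme for full effect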
#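 Human LDH5 at 2 nM final in Tris HCl pH 7.4 with 0.06 mM NADH and 0.2 mM pyruvate, reacted 5 minutes at room temperature. Remaining NADH coupled via diaphorase/resazurin; resorufin fluorescence read at 0 and 20 minutes, normalized to enzyme-free and DMSO wells.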
# BLM inh = blocks DNA unwinding by human BLM helicase | P54132 | recombinant BLM DNA unwinding, fluorescence dequenching | Potency, µM (top dose mostly 56.1 µM), inactives show at the top dose activity change, negative = inhibition, actives largely listed as inhibitors | 350,000 compounds, 0.2% hits | AID 2528;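 note: potency is the fitted concentration of half-maximal effect; plate controls were vehicle for no effect and no enzyme for full effect; nearly all actives have a fitted effect of over 35% in size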
# Active calls of the source: *; ? = inconclusive; / = not tested or not shown; & = joins results of further samples; [ ] = remark or other dose. Unless noted, calls come from the whole dose curve; as a rule, active = well fitted curve in the direction sought with a large enough effect; inconclusive = small, poorly fitted or top-dose-only effect, or another doubt; inactive = no such curve, though single readings can be large; an effect the other way counts as inactive or inconclusive. This is a subset; rates above refer to the full screens.
1) Cc1cc(NC(=O)c2ccoc2C)ccc1Br
2) Cc1cc(OCCn2ccnc2)cc(C(C)C)c1
3) Cc1nc(SCc2ccc([N+](=O)[O-])cc2)nc2ccccc12
4) Cc1ccc(C)c(S(=O)(=O)N2CCN(C(=O)CCc3c[nH]c4ccccc34)CC2)c1
5) CCCn1cnc2c(SCCc3ccccc3)nc(N)nc21
6) Cc1cc(Br)ccc1NC(=O)CN(C)Cc1cccs1

Screen / compound no.	1	2	3	4	5	6
Glioma ERSR ind	6.4%	-1.5%	1.6%	-6.3%	2.4%	1.4%
Pol iota inh	21.6%	26.0%	5.8%	15.9%	99.9%[activator]	18.1%
APEX1 inh	1.8%	1.1%	-0.5%	3.7%	/	61.2%[activator]
POLH inh	-27.7%	-2.7%	-8.1%	-23.3%	-11.8%	?
Pol beta inh	/	?	?	/	/	20.6%
Apoferritin bind	/	-2.8%	-0.2%	/	/	-3.3%
Pol kappa inh	-8.8%	3.4%	-15.3%	-0.3%	-2.6%	-8.0%
LDHA inh	-1.4	?	-9.7	-6.0	-1.0	2.7
BLM inh	/	-0.4%	-4.9%	/	/	-9.2%

7) CC(C)C(=O)NNC(=O)c1csc(CS(=O)(=O)c2ccc(Cl)cc2)n1
8) CCOC(=O)c1cc(C(=O)Nc2ccc(S(=O)(=O)Nc3ccc(OC)cc3)cc2)nn1C
9) Cc1[nH]ccc(=O)c1Cc1c(Cl)cccc1Cl
10) O=C(CCC(=O)NNC(=O)c1ccc(Cl)cc1Cl)NCc1ccccc1
11) CCOc1ccc(/C=N/NC(=O)Cc2ccccc2)cc1CN1CC2CC(C1)c1cccc(=O)n1C2 (stereo unspecified)
12) CC1=CSC2=NS(=O)(=O)CCN12

Screen / compound no.	7	8	9	10	11	12
Glioma ERSR ind	-3.8%	/	-3.3%	0.7%	1.8%	-5.0%
Pol iota inh	-2.5%[58.9 µM]	/	23.5%	-18.5%	-19.1%	28.1%
APEX1 inh	0.0%	33.6%	11.1%	31.7%	31.9%	0.9%
POLH inh	-13.6%	/	-18.3%	-10.2%	-17.6%	?
Pol beta inh	-18.4%	10.7%	?	/	/	-16.8%
Apoferritin bind	4.4%	-12.2%	-13.9%	/	/	6.5%
Pol kappa inh	0.3%	/	7.6%	-2.2%	-9.9%	-2.9%
LDHA inh	0.5	/	-5.1	-17.5	1.5	-2.3
BLM inh	-2.5%	-5.7%	2.0%	/	/	3.0%

13) CC(C)OCCCNC(=O)C1CCC(CNS(=O)(=O)c2cccc3nsnc23)CC1 (stereo unspecified)
14) Cc1cc(N2CCN(S(=O)(=O)c3ccc(Cl)c(Cl)c3)CC2)c2ccccc2n1
15) COc1ccc(C(C)=O)cc1CN1C(=O)NC2(CCCCCC2)C1=O
16) Cc1ccc(C(=O)O)cc1N1C(=O)c2cccc3c([N+](=O)[O-])ccc(c23)C1=O
17) COc1ccc(CNC(=O)Cn2cc(C)c(=O)[nH]c2=O)cc1
18) COc1cc(C(=O)OCc2cc(=O)n3nc(C4CCCCC4)sc3n2)cc(OC)c1OC

Screen / compound no.	13	14	15	16	17	18
Glioma ERSR ind	-2.7%	-4.6%	-0.7%	-12.0%	-0.8%	0.6%
Pol iota inh	20.6%	-23.5%	0.2%	15.8µM*	-9.1%	-4.5%
APEX1 inh	13.4%	3.0%	2.6%	-24.5%	/	/
POLH inh	-17.7%	-13.1%	-8.7%	10µM*	-2.1%	-4.0%
Pol beta inh	26.0%	-13.1%	3.7%	17.8µM*	/	-14.6%
Apoferritin bind	-15.2%	-19.5%	-14.2%	-12.3%	/	-7.3%
Pol kappa inh	3.2%	-10.0%	3.7%	39.8µM*	-6.9%	0.0%
LDHA inh	-1.5	-0.8	0.0	9.2	-4.1	0.9&-7.2
BLM inh	1.6%	5.4%	1.2%	4.1%	/	-7.6%

19) COc1ccc(CN=C2NN=C(c3cccc(OC)c3)CS2)cc1
20) O=[N+]([O-])c1ccc(/C=N/n2c(COc3ccccc3)n[nH]c2=S)cc1
21) Cc1cccc(N2C(=O)c3cccnc3C2=O)c1
22) COc1ccccc1NC(=O)c1c(NC(=O)Cc2ccccc2)sc2c1CCC(C(C)(C)C)C2 (stereo unspecified)
23) Cc1ccc(Nc2nc3ccc(Cl)cc3n3cnnc23)cc1F
24) Cn1cc(CNCC2CCCO2)c(-c2ccc(Oc3ccccc3)cc2)n1 (stereo unspecified)

Screen / compound no.	19	20	21	22	23	24
Glioma ERSR ind	-0.5%	4.9%	-1.4%	-1.8%	-2.4%	-0.5%
Pol iota inh	36.3%[activator]	15.2%	8.8%	-12.5%	86.7%[activator]	-2.4%
APEX1 inh	21.7%	8.2%	-10.3%	/	6.5%	3.2%
POLH inh	1.3%	-13.3%	5.0%	1.0%	8.9%	-13.9%
Pol beta inh	0.9%	20.7%	2.3%	0.6%	2.4%	18.7%
Apoferritin bind	-15.3%	?	-10.7%	-1.1%	-8.2%	-17.0%
Pol kappa inh	-2.7%	-1.9%	-6.3%	-3.3%	-11.3%	-1.3%
LDHA inh	-10.8	-9.0	-6.8	-2.6	2.3	1.3
BLM inh	1.9%	-3.5%	2.3%	1.8%	-4.0%	5.2%

25) CC(C)C[C@H](NC(=O)N1CC(=O)Nc2ccccc21)C(=O)N[C@@H](Cc1ccccc1)C(=O)O
26) Cc1cc(-c2nnc(SCC(=O)Nc3ccc(F)cc3F)n2N)n[nH]1
27) COc1ccccc1C1CCN(Cc2ccc(C)cc2)CC1
28) COc1ccccc1NC(=O)CSC1=Nc2ccccc2C2=NC(CCC(=O)NCc3cccs3)C(=O)N12 (stereo unspecified)
29) CC(=O)Nc1ccc(OCC(O)CN2C(C)CCCC2C)cc1 (stereo unspecified)
30) COc1ccc(N2CCN(C(=O)CCC(=O)N3CC(C)Oc4ccccc43)CC2)cc1 (stereo unspecified)

Screen / compound no.	25	26	27	28	29	30
Glioma ERSR ind	0.6%	-2.8%	-6.1%	-1.9%	-2.4%	-0.2%
Pol iota inh	-11.6%	22.1%	88.0%[activator]	-3.0%	-2.2%	18.9%
APEX1 inh	14.6%	-9.7%	19.9%	/	-2.3%	6.2%
POLH inh	-10.0%	1.3%	-26.2%	-20.5%	-4.2%	-12.5%
Pol beta inh	12.4%	?	2.0%	-9.6%	45.5%	13.0%
Apoferritin bind	-9.9%	-4.1%	-5.7%	-8.1%	-1.7%	-13.2%
Pol kappa inh	-5.7%	5.3%	-7.4%	4.5%[60.1 µM]	-6.4%	-3.5%
LDHA inh	-12.4	-0.3	-13.4	5.6	-0.7	-0.7
BLM inh	1.2%	0.2%	1.5%	1.5%	-3.5%	1.4%

31) Cc1ccc2cc(NC(=O)CC(CC(=O)O)c3ccccc3)ccc2n1 (stereo unspecified)
32) CCNc1nc(C(=O)O)nc(N2CCOCC2)n1
33) COC(=O)COc1cccc2c(=O)n(CC(=O)N3CCC(C)CC3)ccc12
34) O=C(NCc1ccc(F)cc1)c1cc2sccc2n1Cc1ccc(F)cc1
35) COC(=O)CCC(=O)OC1(C)C(=O)C=C2C=C(C3CC3)N(Cc3ccc(OC)cc3)C=C2C1=O (stereo unspecified)
36) COc1cc(C2Nc3ccccc3-c3nnc(SCc4ccc(C)cc4)nc3O2)cc(OC)c1O (stereo unspecified)

Screen / compound no.	31	32	33	34	35	36
Glioma ERSR ind	-4.5%	-4.1%	-7.8%	/	4.6%	-7.8%
Pol iota inh	-2.4%	101.8%[activator]	55.5%[activator]	/	17.8µM*	?
APEX1 inh	6.7%	14.0%	-4.6%	3.2%	-4.6%[12.4 µM]	/
POLH inh	-10.6%	-16.5%	-15.7%	/	10.2%	-2.6%
Pol beta inh	10.6%	27.8%	0.6%	-19.4%	1.6%	-2.9%
Apoferritin bind	-5.2%	-1.3%	3.5%	5.4%	3.1%	?
Pol kappa inh	-3.0%	7.2%	-5.0%	/	-15.0%	79.4µM*
LDHA inh	-0.1	10.7	-6.2	/	15.5	16.4
BLM inh	-1.2%	-0.1%	-1.5%	-1.2%	-10.5%[12.4 µM]	-5.2%

# 2 records drawn at random from the list so far:
33) COC(=O)COc1cccc2c(=O)n(CC(=O)N3CCC(C)CC3)ccc12
36) COc1cc(C2Nc3ccccc3-c3nnc(SCc4ccc(C)cc4)nc3O2)cc(OC)c1O (stereo unspecified)

Screen / compound no.	33	36
Glioma ERSR ind	-7.8%	-7.8%
Pol iota inh	55.5%[activator]	?
APEX1 inh	-4.6%	/
POLH inh	-15.7%	-2.6%
Pol beta inh	0.6%	-2.9%
Apoferritin bind	3.5%	?
Pol kappa inh	-5.0%	79.4µM*
LDHA inh	-6.2	16.4
BLM inh	-1.5%	-5.2%

# Continuation.
37) Cc1nn(C2CCS(=O)(=O)C2)c(Cl)c1/C=C/C(=O)OCC(=O)c1cc(C)n(-c2ccc(F)cc2)c1C (stereo unspecified)
38) CCCCCCSc1cc(-c2nc3cnccn3c2NCCCC)ccc1OC
39) Cc1ccnc(NC(=O)c2ccc(S(=O)(=O)N3CCCCC3)cc2)c1
40) Cc1ccc(-c2nnc(SCC(=O)N3CC(C)CC(C)C3)o2)cc1C (stereo unspecified)
41) CCOC(=O)C(CC)Sc1ccc2nnc(-c3ccc(F)cc3)n2n1 (stereo unspecified)
42) O=C(Nc1ccc2c(c1)OCO2)c1ccc(CO)cc1
43) CCOC(=O)c1cnc2c(N=Nc3cccc(Cl)c3)c(N)nn2c1N

Screen / compound no.	37	38	39	40	41	42	43
Glioma ERSR ind	-5.5%	-5.6%	0.2%	0.4%	-3.3%	-8.2%	/
Pol iota inh	11.9%	?	10.1%	14.2%	4.1%	6.7%	/
APEX1 inh	-2.9%	-28.6%	4.2%	0.0%	/	3.0%	0.5%
POLH inh	-10.5%	?	-15.4%	-17.5%	/	-10.3%	/
Pol beta inh	-14.1%	/	/	-2.2%	/	/	1.8%
Apoferritin bind	4.9%	/	/	?	/	/	-10.3%
Pol kappa inh	4.9%	-12.0%	-1.0%	-11.6%	10.5%	16.7%	/
LDHA inh	-0.9	1.5	-3.1	-5.8	3.0	4.4	/
BLM inh	-4.5%	/	/	-3.4%	/	/	-0.8%

# From PubChem
